Compound activity: PubChem, The Scripps Research Institute Molecular Screening Center
pPAFAH FP inh: pPAFAH (human) enzyme inhibition; Q13093; recombinant pPAFAH, FP-rhodamine probe fluorescence polarization; inhibition, % at 3.39 µM; 330,000 tested, 1.5% active;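 active = inhibition above the mean inhibition across the screen plus 3 SD, cut at about 25% in these data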;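 note: inhibitors block binding of the rhodamine activity-based probe so polarization drops; 0% = enzyme with DMSO and 100% = wells lacking pPAFAH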
LYPLA1 inh: blocks human lysophospholipase 1, a PME1 counter-screen | O75608 | recombinant LYPLA1, FP-Rh probe fluorescence polarization | inhibition, % at 5.9 µM | 320,000 tested, 0.16% active;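 active = inhibition above the mean of all tested compounds plus 3 SD, set per campaign, cut at about 14% in these data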;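 note: inhibitors block serine hydrolase probe labeling of LYPLA1 so polarization falls; 0% = enzyme with DMSO and 100% = wells lacking LYPLA1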
Target sequence (O75608 whole entry, looked up): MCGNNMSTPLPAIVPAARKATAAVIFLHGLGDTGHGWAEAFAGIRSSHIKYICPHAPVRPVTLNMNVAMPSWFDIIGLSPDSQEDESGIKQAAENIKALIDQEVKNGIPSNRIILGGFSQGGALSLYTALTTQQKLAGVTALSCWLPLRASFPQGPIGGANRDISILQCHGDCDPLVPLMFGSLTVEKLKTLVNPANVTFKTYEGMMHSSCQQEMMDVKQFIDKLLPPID
PME-1 primary: PME-1 (human) inhibition | Q9Y570 | recombinant PME-1, FP-Rh probe fluorescence polarization | inhibition, % at 5.9 µM | 320,000 tested, 0.53% active | AID 2130;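 active = inhibition above the campaign mean of all compounds plus 3 SD, cut at about 26% in these data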;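 note: competitive labeling of PME-1 active site by serine hydrolase directed probe; 0% = PME-1 with DMSO and 100% = wells lacking PME-1 enzyme; inhibitors block probe labeling so polarization falls and inhibition rises; many of its hits are not listed in these tables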
Target sequence (Q9Y570 whole entry, looked up): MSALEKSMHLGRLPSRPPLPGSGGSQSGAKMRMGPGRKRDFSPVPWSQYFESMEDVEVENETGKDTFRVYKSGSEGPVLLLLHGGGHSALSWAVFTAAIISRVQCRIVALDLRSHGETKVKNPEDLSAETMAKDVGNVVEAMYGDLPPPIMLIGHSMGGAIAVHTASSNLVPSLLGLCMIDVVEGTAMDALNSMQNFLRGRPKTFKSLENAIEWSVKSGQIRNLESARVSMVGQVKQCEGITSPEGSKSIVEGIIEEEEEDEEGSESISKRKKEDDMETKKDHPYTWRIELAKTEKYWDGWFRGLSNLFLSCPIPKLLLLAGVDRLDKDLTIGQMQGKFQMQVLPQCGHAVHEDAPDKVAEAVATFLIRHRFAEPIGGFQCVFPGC
PAFAH1B2 FP inh: PAFAH1B2 (human) inhibition; 340,000 tested, 1.2% active; AID 492953; inhibition, % at 3.39 µM; recombinant PAFAH1B2, FP-rhodamine activity probe, fluorescence polarization;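 active = inhibition above the mean of all tested compounds plus 3 SD, cut at about 24% in these data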;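 note: 0% = enzyme with DMSO and 100% = wells lacking PAFAH1B2; many of its hits are not listed in these tables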
Target sequence (P68402 whole entry, looked up): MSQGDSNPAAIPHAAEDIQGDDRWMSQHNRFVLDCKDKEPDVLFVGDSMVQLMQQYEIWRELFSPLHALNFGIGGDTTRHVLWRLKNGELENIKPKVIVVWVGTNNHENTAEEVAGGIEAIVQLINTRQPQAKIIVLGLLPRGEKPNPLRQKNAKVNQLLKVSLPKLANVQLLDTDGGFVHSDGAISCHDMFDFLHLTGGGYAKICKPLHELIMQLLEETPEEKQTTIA
PAFAH2 FP inh: PAFAH2 (human) inhibition; AID 492956; recombinant PAFAH2, FP-rhodamine activity probe, fluorescence polarization; 340,000 tested, 0.99% active; inhibition, % at 3.39 µM;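 active = inhibition above the mean over all tested compounds plus 3 SD, cut at about 30% in these data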;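 note: inhibitors block probe labeling of enzyme so polarization drops; 0% = enzyme with DMSO and 100% = wells lacking PAFAH2 protein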
PAD4 FP inh: PAD4 (human) enzyme inhibition. inhibition, % at 6.36 µM. Q9UM07. 330,000 tested, 0.41% active. recombinant PAD4, RCA probe fluorescence polarization;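 active = percent inhibition above a cutoff equal to the mean of all tested compounds plus 3 SD, cut at about 15% in these data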;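 note: 0% = PAD4 with RCA probe and DMSO and 100% = probe without PAD4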
PAFAH1B3 inh: PAFAH1B3 (human) inhibition. recombinant PAFAH1B3, FP-rhodamine probe, fluorescence polarization. inhibition, % at 3.39 µM. 340,000 tested, 0.28% active;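 active = inhibition above the screen-wide average of all tested compounds plus 3 SD, cut at about 25% in these data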;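 note: 0% = enzyme with DMSO only and 100% = wells lacking PAFAH1B3 protein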
LYPLA2 inh: blocks human lysophospholipase 2, a PME1 counter-screen | AID 2177 | O95372 | recombinant LYPLA2, FP-Rh probe fluorescence polarization | 320,000 tested, 0.38% active | inhibition, % at 5.9 µM;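 active = inhibition above the screen-wide mean plus 3 SD, limit set per campaign, cut at about 26% in these data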;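 note: 0% = LYPLA2 with DMSO and 100% = wells lacking LYPLA2 enzyme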
Target sequence (O95372 whole entry, looked up): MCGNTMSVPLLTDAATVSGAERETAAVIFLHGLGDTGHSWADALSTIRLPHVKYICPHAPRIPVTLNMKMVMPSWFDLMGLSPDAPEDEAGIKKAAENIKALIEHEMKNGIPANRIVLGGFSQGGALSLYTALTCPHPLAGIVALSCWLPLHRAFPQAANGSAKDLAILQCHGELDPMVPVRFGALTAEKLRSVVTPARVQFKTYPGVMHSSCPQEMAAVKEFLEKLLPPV
GSTO1 counter: counter-screen for RBBP9 inhibitors: inhibitors of human GSTO1. P78417. 300,000 tested, 1.1% active. AID 1974. inhibition, % at 5.96 µM. recombinant GSTO1, activity-based probe fluorescence polarization;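 active = inhibition above the campaign mean inhibition plus 3 SD, cut at about 35% in these data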;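 note: 0% = GSTO1-1 with DMSO and 100% = wells lacking GSTO1-1 enzyme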
* hit, by the source's call; . = no result given. An excerpt (hit frequency here may not be typical).

1	CCC/C=C1/CCCOC(C(=O)NCCN2CCOCC2)(C(F)(F)F)C1 (configuration not stated)
2	CSc1ccc(Cl)c(C(=O)NCC(C)C)c1
3	CCOC(=O)c1cc(NC(=O)N(C(C)C)C2CCCCC2)c(C)nc1C
4	O=C(N/N=C/c1ccc(OCc2ccccc2)cc1)c1ccco1
5	COc1ccc(NS(=O)(=O)c2ccc(O)c(C(=O)OCC(=O)Nc3ccc4c(c3)OCCO4)c2)cc1
6	CCCn1c(SCC(=O)NC2CCCc3ccccc32)n[nH]c1=O (configuration not stated)
assay / entry	1	2	3	4	5	6
pPAFAH FP inh	10	0	3	-3	32*	3
LYPLA1 inh	-1	-2	-2	-4	-6	-1
PME-1 primary	-1	6	-1	-9	-1	0
PAFAH1B2 FP inh	2	-3	-2	9	10	7
PAFAH2 FP inh	-1	4	19	5	10	7
PAD4 FP inh	0	1	1	0	3	1
PAFAH1B3 inh	-6	0	-2	9	3	11
LYPLA2 inh	2	8	-2	8	-4	-2
GSTO1 counter	6	3	0	11	-3	5

7	CC[C@]1(c2ccccc2C)ON(c2ccccc2C(F)(F)F)C1=O
8	O=C1CSC(c2cccc(F)c2)N1c1c(F)cccc1F (configuration not stated)
9	CCCCn1c(CN2CCN(c3ccccc3)CC2)nc2c1c(=O)n(C)c(=O)n2C
10	CCCC(=O)Nc1cccc(C(=O)Nc2nccs2)c1
11	O=C(NNC(=O)c1cccs1)c1csc(N2CCOCC2)n1
12	CCCCNC(=O)CCN1N=C(c2ccccc2)CCC1=O
assay / entry	7	8	9	10	11	12
pPAFAH FP inh	5	5	4	-2	-3	1
LYPLA1 inh	1	2	0	1	1	6
PME-1 primary	-2	2	-1	-1	-4	-1
PAFAH1B2 FP inh	2	11	1	3	4	3
PAFAH2 FP inh	5	-1	0	5	-6	-9
PAD4 FP inh	1	-6	-8	0	-2	-7
PAFAH1B3 inh	7	-1	5	5	6	5
LYPLA2 inh	4	5	0	6	1	3
GSTO1 counter	.	3	7	-3	0	-5

Next part; the last four above are carried over.
9	CCCCn1c(CN2CCN(c3ccccc3)CC2)nc2c1c(=O)n(C)c(=O)n2C
10	CCCC(=O)Nc1cccc(C(=O)Nc2nccs2)c1
11	O=C(NNC(=O)c1cccs1)c1csc(N2CCOCC2)n1
12	CCCCNC(=O)CCN1N=C(c2ccccc2)CCC1=O
13	O=C(COC(=O)C1CCCCC1)Nc1ccccc1OC(F)F
14	Cc1cc(C)c(C(N)=O)c(NC(=O)Nc2ccccc2)n1
15	N#Cc1ccc(NC(=O)Cn2c3[n+](c4ccc(C(F)(F)F)cc42)CCCCC3)cc1
16	CC(C(=O)N(C)Cc1ccccc1)N1CCN(C/C=C/c2ccccc2)CC1 (configuration not stated)
17	O=C(NC1CCCC1)C(c1cccnc1)N(C(=O)c1ccco1)c1ccc(F)cc1 (configuration not stated)
18	CC(=O)c1c(C)[nH]c(C(=O)OCC(=O)N2CCN(S(=O)(=O)c3ccc(C)cc3C)CC2)c1C
assay / entry	9	10	11	12	13	14	15	16	17	18
pPAFAH FP inh	4	-2	-3	1	11	5	-2	10	4	-4
LYPLA1 inh	0	1	1	6	-1	1	-4	3	1	3
PME-1 primary	-1	-1	-4	-1	1	-3	-5	5	-5	17
PAFAH1B2 FP inh	1	3	4	3	2	4	1	6	6	3
PAFAH2 FP inh	0	5	-6	-9	29	-7	1	-1	-4	-2
PAD4 FP inh	-8	0	-2	-7	-1	-1	-2	-2	-3	2
PAFAH1B3 inh	5	5	6	5	7	5	5	-3	0	4
LYPLA2 inh	0	6	1	3	6	3	-9	6	-1	14
GSTO1 counter	7	-3	0	-5	-4	-5	1	-2	4	-6

19	CCOC(=O)C1(CCOc2ccccc2)CCN(CC(O)CO)CC1 (configuration not stated)
20	Cc1nc(-c2ccc(S(=O)(=O)N3CCN(C(c4ccccc4)c4ccccc4)CC3)s2)cs1
21	O=c1cc(N2CCOCC2)[nH]c(=O)n1C1CCCCC1
22	O=c1[nH]c(NNC(=S)NC2CCCCC2)nc2c1C1(CCCC1)Cc1ccccc1-2
23	Cc1ccc(CN2C(=O)N/C(=C/c3ccc4c(c3)n(C)c(=O)n4C)C2=O)cc1
24	Clc1ccc(-n2cccc2CN2CCc3c([nH]c4ccccc34)C2c2ccccn2)nc1 (configuration not stated)
assay / entry	19	20	21	22	23	24
pPAFAH FP inh	-3	-9	5	-9	-3	4
LYPLA1 inh	0	-2	3	-22	2	-5
PME-1 primary	-6	-7	-4	-24	-3	-3
PAFAH1B2 FP inh	0	-4	0	15	.	6
PAFAH2 FP inh	-3	-6	4	-15	.	-1
PAD4 FP inh	-2	-1	-2	-3	-6	-9
PAFAH1B3 inh	-2	-7	7	13	.	13
LYPLA2 inh	-4	-8	6	-45	3	-1
GSTO1 counter	-7	-10	-4	-27	9	1

25	Cc1ccc(C(=O)OC(C)C(=O)NC2CCCCC2C)s1 (configuration not stated)
26	CCOC(CCNC(=O)c1cn(C)c(=O)c2c1c1ccccc1n2C)OCC
27	CCOC(=O)c1nnn(-c2nonc2N)c1CSc1ccccn1
28	COc1cc([N+](=O)[O-])ccc1-c1ccc(/C=N/NC(N)=O)o1
29	COc1ccc(-c2cc3ccc(OC)cc3cn2)cc1
30	COc1ccc(OC)c(S(=O)(=O)NC(C)c2ccc(-n3ccnc3)cc2)c1 (configuration not stated)
assay / entry	25	26	27	28	29	30
pPAFAH FP inh	-2	3	2	67*	2	4
LYPLA1 inh	3	1	-2	-1	-3	0
PME-1 primary	2	2	3	2	1	-1
PAFAH1B2 FP inh	6	3	1	0	9	3
PAFAH2 FP inh	9	-5	-6	-1	1	-6
PAD4 FP inh	-5	6	2	-1	-2	2
PAFAH1B3 inh	2	15	8	8	8	15
LYPLA2 inh	0	3	5	0	1	1
GSTO1 counter	.	4	-5	0	.	.

31	COCCN1CCC(CNCc2cn[nH]c2-c2ccc(C)c(C)c2)C1 (configuration not stated)
32	O=C(Nc1ccccc1)OC(CN1CCCCC1)C(F)(F)F (configuration not stated)
33	Cc1ccc(C(c2sc3nc(C)nn3c2O)N2CCN(c3ccccc3F)CC2)cc1 (configuration not stated)
34	Cc1ccc(C(=O)NCCNc2nc3cc(C)c(C)cc3cc2C)cc1
35	O=C(Nc1ccncc1)c1ccc2c(c1)S(=O)(=O)c1ccccc1C2=O
36	CC(C)(C)NC(=O)c1ccccc1NC(=O)C1CCCO1 (configuration not stated)
assay / entry	31	32	33	34	35	36
pPAFAH FP inh	-1	0	4	5	9	2
LYPLA1 inh	2	0	3	-2	5	-1
PME-1 primary	-3	-1	4	2	-2	-1
PAFAH1B2 FP inh	4	6	3	2	1	4
PAFAH2 FP inh	-10	-6	-8	5	2	8
PAD4 FP inh	2	0	-2	-3	-5	-4
PAFAH1B3 inh	0	-5	8	1	2	7
LYPLA2 inh	4	-1	24	-2	8	-1
GSTO1 counter	1	3	17	2	-5	-2

37	O=[N+]([O-])c1ccc(OCC(O)CN(C2CCCCC2)C2CCCCC2)cc1 (configuration not stated)
38	CCOc1ccccc1NC(=O)Cn1c(=O)c(OCC)nc2cnccc21
39	C=CCNC(=O)c1ccc2c(=O)n(CCCN3CCCC3=O)c(=S)[nH]c2c1
40	CCOC(=O)N1CCC(NC(=O)CS(=O)Cc2nc(-c3ccc(C)cc3)oc2C)CC1 (configuration not stated)
41	Cc1ccc(-c2nc3ccccc3c(=O)n2CCCn2ccnc2)cc1
42	C=CCn1c(COc2ccccc2)nnc1SCC(=O)Nc1ccc(S(N)(=O)=O)cc1
assay / entry	37	38	39	40	41	42
pPAFAH FP inh	0	-3	-1	2	4	-3
LYPLA1 inh	-2	0	4	2	2	0
PME-1 primary	-7	0	0	10	-4	2
PAFAH1B2 FP inh	2	3	7	0	4	-5
PAFAH2 FP inh	-5	-2	0	-4	6	-4
PAD4 FP inh	3	-4	3	-7	0	2
PAFAH1B3 inh	-3	0	0	0	-2	-1
LYPLA2 inh	-8	-1	5	8	1	-1
GSTO1 counter	-2	-6	9	4	1	-2

43	Cc1cc(C(=O)CSc2nnc(-c3ccncc3)n2-c2ccccc2)c(C)n1C
44	CN(C)c1nc(Oc2ccc(=O)[nH]n2)nc(N2CCOCC2)n1
45	Nc1ccc2nc(SCC(=O)Nc3ccc(N4CCOCC4)c(Cl)c3)sc2c1
46	CC1Cc2ccccc2N1Cc1cccc([N+](=O)[O-])c1 (configuration not stated)
47	COC(=O)/C=c1/s/c(=C(/C#N)C(=O)N2CCOCC2)n(-c2ccccc2)c1=O
48	CC(C)OCCCNc1ccc(N2C(=O)CCCC2=O)cc1[N+](=O)[O-]
assay / entry	43	44	45	46	47	48
pPAFAH FP inh	9	4	6	8	-6	4
LYPLA1 inh	2	3	-5	-1	-1	2
PME-1 primary	-6	1	15	2	-6	2
PAFAH1B2 FP inh	2	3	3	6	4	-4
PAFAH2 FP inh	-4	3	3	-5	-2	5
PAD4 FP inh	2	-4	-6	0	-4	-2
PAFAH1B3 inh	8	2	-4	10	-5	5
LYPLA2 inh	6	8	2	0	-6	-4
GSTO1 counter	-1	-2	10	5	-7	-3

49	CC(/C=C/c1ccc2c(c1)OCO2)=N/NC(=O)C1COc2ccccc2O1 (configuration not stated)
50	COc1ccc2c(c1)c(=O)oc1c(C)c(OC(C)C(=O)NCC3CCC(C(=O)O)CC3)ccc12 (configuration not stated)
51	CS(=O)(=O)c1nc(-c2ccc(Br)cc2)cc(-c2ccccc2)c1C#N
52	COC(=O)/C=C1/N/C(=N\c2nc(C)cc(C)n2)N(c2cccc(C)c2)C1=O
53	C=CCn1c(Sc2nc(C)cs2)nc2c1c(=O)[nH]c(=O)n2C
54	CC1CCN(C(=O)CSCc2ccc(Cl)cc2)CC1
assay / entry	49	50	51	52	53	54
pPAFAH FP inh	-1	6	5	3	5	7
LYPLA1 inh	-3	3	-10	-5	1	1
PME-1 primary	2	-1	-14	-2	0	2
PAFAH1B2 FP inh	.	-2	-19	5	1	18
PAFAH2 FP inh	.	1	-37	4	-8	-4
PAD4 FP inh	4	0	-10	-3	0	-2
PAFAH1B3 inh	.	8	-28	11	13	9
LYPLA2 inh	-3	2	-17	-2	7	4
GSTO1 counter	-2	-1	-7	0	8	4

55	Cn1c(Cn2nnc3ccccc32)nnc1SCC(=O)N1CCc2ccccc21
56	CNC(=S)N(C)[C@H]1c2c(ccc3ccccc23)OC[C@H]1CO
57	c1cn2c(NC3CCCCC3)c(-c3ccc(SC4CCCCC4)cc3)nc2cn1
58	CCOC(=O)C1=C(N)Oc2cc(O)ccc2C1c1ccccc1 (configuration not stated)
59	O=C(NCC(=O)N1CCN(S(=O)(=O)c2ccccc2F)CC1)c1ccc2ccccc2c1
60	Cc1onc(-c2ccccc2Cl)c1C(=O)N1CCN(C(=O)c2ccco2)CC1
61	COc1ccccc1-n1c(SCC(=O)N2CCCC2)nc2cccnc21
62	CC(C)Cn1c(/C=C/c2ccco2)nc2ccccc21
assay / entry	55	56	57	58	59	60	61	62
pPAFAH FP inh	-1	2	2	-2	-4	0	5	22
LYPLA1 inh	-5	0	6	0	3	12	3	1
PME-1 primary	-10	0	3	0	3	0	-1	-10
PAFAH1B2 FP inh	1	2	4	3	9	1	-7	9
PAFAH2 FP inh	5	0	10	0	6	5	-6	6
PAD4 FP inh	3	-5	-1	-6	4	1	-3	-3
PAFAH1B3 inh	7	1	-6	7	2	3	-4	-1
LYPLA2 inh	2	4	3	7	-4	16	9	-2
GSTO1 counter	8	6	-2	3	2	2	4	-2
